Compound activity: PubChem BioAssay, Broad Institute
ARNT TACC3 PPI – ARNT/TACC3 interaction disruption; AlphaScreen His-ARNT PAS-B/GST-TACC3 binding, luminescence; TACC3 fragment carries E629A point mutation; inhibition, % at 9.99 µM; 0.66% of 390,000 active;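 active = mean inhibition of replicates at least 50% and at least half of replicates each reaching 50%; inconclusive = half or more replicates reach 50% but mean below 50%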;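 note: 0% = complete ARNT plus TACC3 wells and 100% = ARNT alone without TACC3; many hits fall short of the cut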
RAD54 inh – RAD54 (human) branch migration inhibition; Q92698; 0.14% of 360,000 active; RAD54 Holliday junction branch migration, FAM/BHQ fluorescence; inhibition, % at 10.4 µM;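 active = mean normalized replicate activity at least 40 and at least half of replicates scoring 40 or more; inconclusive = only one of the two criteria met; inactive = mean below 40 and under half of replicates reaching 40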;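 note: 0% = median of neutral control wells and 100% = median of positive control wells; inhibitors cause a drop in the FAM fluorescence signal; in these data hits start at about 50%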
PglD DTNB – PglD (C. jejuni) enzyme inhibition. inhibition, % at 12.5 µM. purified PglD enzyme, DTNB colorimetric CoA detection. 0.098% of 360,000 active; in the data active = inhibition above about 16%, passing the limit was not always enough; inconclusive = no clear call, values can overlap the other calls; note: strong numbers were not always called active
esBAF inh – blocks esBAF chromatin remodeling in mouse ES cells. Bmi1-luciferase knock-in reporter, 24 h; 100% = twice the neutral-well signal. reporter increase, % at 12.5 µM. 2% of 350,000 active. AID 602393; in the data active = activation above about 40%; inconclusive = no clear call, values can overlap the other calls;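 note: 0% = median of the plate's neutral control wells and 100% = double that signal; a rise in the Bmi1 reporter signal indicates esBAF inhibition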
E-selectin induc – E-selectin induction on HUVECs | HUVEC E-selectin immunofluorescence imaging; normalized: neutral wells 0, TNF-alpha wells 100 | activation, % at 7.58 µM | 0.37% of 260,000 active;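 active = mean E-selectin-positive cell signal at least 10% of the positive control, reached in at least 60% of replicates, without over 20% cell loss; inconclusive = no rule given, readout overlaps actives, possibly toxicity-flagged; inactive = the rest, including those meeting only one limit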;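 note: in these data hits start at about 27%; measured in HUVEC primary endothelial cells; signal is the percent of cells scored E-selectin positive by PE staining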
Target sequence (P16581 whole entry, looked up): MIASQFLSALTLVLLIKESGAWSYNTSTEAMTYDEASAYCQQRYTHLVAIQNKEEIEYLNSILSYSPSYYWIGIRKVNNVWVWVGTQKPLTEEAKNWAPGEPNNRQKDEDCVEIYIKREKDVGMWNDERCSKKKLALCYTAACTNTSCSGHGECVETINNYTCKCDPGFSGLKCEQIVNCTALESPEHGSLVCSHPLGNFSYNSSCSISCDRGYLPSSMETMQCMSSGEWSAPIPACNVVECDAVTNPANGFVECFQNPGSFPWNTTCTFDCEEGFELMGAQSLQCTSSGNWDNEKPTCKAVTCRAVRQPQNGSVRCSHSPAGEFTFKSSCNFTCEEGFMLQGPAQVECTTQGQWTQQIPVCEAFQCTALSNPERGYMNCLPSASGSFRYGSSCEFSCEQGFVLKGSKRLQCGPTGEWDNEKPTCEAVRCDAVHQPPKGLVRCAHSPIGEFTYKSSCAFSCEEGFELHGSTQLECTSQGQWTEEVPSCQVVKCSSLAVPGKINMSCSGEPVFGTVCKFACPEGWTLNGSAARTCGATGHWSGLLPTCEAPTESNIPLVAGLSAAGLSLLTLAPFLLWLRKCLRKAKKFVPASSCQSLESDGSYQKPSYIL
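assay system = HUVEC, human umbilical vein endothelial cells | input = 3,000 HUVEC seeded per well | medium = EGM-2 growth medium on 0.1% gelatin-coated wells | dosing = one compound dose added by pin transfer | signal = immunofluorescence imaging | read-out basis = % PE-positive cells | control set = TNF-alpha, DMSO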
RAD52 inh – RAD52 (human) annealing inhibition; P43351; recombinant RAD52 DNA annealing, FRET fluorescence; inhibition, % at 18.7 µM; 0.46% of 360,000 active;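 active = every replicate showing at least 50% inhibition; inconclusive = mean inhibition at least 50% but not in every replicate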
Target sequence (P43351 whole entry, looked up): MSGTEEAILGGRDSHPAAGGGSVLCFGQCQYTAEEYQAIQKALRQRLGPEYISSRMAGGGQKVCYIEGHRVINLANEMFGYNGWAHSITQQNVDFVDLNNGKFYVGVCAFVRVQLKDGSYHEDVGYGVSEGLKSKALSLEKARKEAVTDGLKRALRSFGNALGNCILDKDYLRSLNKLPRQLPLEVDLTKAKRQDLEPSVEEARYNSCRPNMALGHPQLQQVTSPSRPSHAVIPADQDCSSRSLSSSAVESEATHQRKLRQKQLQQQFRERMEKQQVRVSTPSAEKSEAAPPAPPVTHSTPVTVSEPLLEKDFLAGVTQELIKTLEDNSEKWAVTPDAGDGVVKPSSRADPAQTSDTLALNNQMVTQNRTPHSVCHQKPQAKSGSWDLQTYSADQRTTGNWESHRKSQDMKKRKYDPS
ERp5 inh – inhibitors of human ERp5; Q15084; ERp5 insulin aggregation, absorbance 650 nm, 90 min; inhibition, % at 9.99 µM; 0.05% of 350,000 active; AID 651711;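 active = mean replicate inhibition above about 25%, with every replicate also reaching it, limit read from the data, passing the limit was not always enough; inconclusive = only one of those two criteria met; inactive = neither criterion met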
CASP6 VEID inh – caspase-6 (human) enzyme inhibition. P55212. purified caspase-6, Z-VEID-R110 cleavage fluorescence. inhibition, % at 12.5 µM. 0.53% of 350,000 active;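 active = mean inhibition across replicates at least about 35%, with every replicate also reaching that limit, limit read from the data; inconclusive = only one of the two criteria met; inactive = neither criterion met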;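 note: 0% = median of neutral control wells and 100% = no fluorescence left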
* = called active by the depositor.

Screening CC(OC(=O)CNC(=O)c1cccc(F)c1)C(=O)NC1CCCCC1C (centres undefined) returned ARNT TACC3 PPI -3, RAD54 inh -2, PglD DTNB -1, esBAF inh 2, E-selectin induc -2.1, RAD52 inh -6, ERp5 inh -1 and CASP6 VEID inh -1.
For O=C(CCc1nnc(Cc2ccc(-c3ccccc3)cc2)o1)N1CCCC1 the results were ARNT TACC3 PPI 2, E-selectin induc 1.4, RAD52 inh -4, ERp5 inh -2 and CASP6 VEID inh -1.
`Cc1ccc(C2=NN(C(=O)CCC(=O)O)C(c3cccc([N+](=O)[O-])c3)C2)cc1` (centres undefined) gave ARNT TACC3 PPI 3, RAD54 inh 0, PglD DTNB 4, esBAF inh 1, RAD52 inh -15, ERp5 inh 3 and CASP6 VEID inh 0.
Screening O=C1COc2ccc(C(=O)COC(=O)c3ccc4ccccc4n3)cc2N1 returned ARNT TACC3 PPI 0, RAD54 inh -2, PglD DTNB 1 and esBAF inh -4.
Cc1cccc(C)c1NC(=O)C(NS(=O)(=O)c1cccs1)c1ccccc1 (centres undefined) was read as ARNT TACC3 PPI -14, RAD54 inh 3, PglD DTNB -4, E-selectin induc 0.1, RAD52 inh 7, ERp5 inh -2 and CASP6 VEID inh 4.
For CN1C(=O)C(=O)/C(=C(/O)c2ccc(Br)cc2)C1c1ccc(F)cc1 (centres undefined) the results were ARNT TACC3 PPI -5, RAD54 inh -2, PglD DTNB -5, esBAF inh -3, E-selectin induc 0.0, RAD52 inh -16, ERp5 inh 9 and CASP6 VEID inh 2.
For COC(=O)C1=C(C)NC=C([N+](=O)[O-])C1c1ccc(OC)cc1 (centres undefined) the results were RAD54 inh -4, PglD DTNB -4, esBAF inh 5, RAD52 inh -18, ERp5 inh 2 and CASP6 VEID inh 9.
COc1ccc(-c2cn3cccnc3n2)cc1NS(=O)(=O)c1ccccc1 was read as ARNT TACC3 PPI -2, RAD52 inh -50, ERp5 inh 1 and CASP6 VEID inh 2.
CCOC(=O)C1C(=O)C(C(C)=O)C(=O)CC1CC(C)SCC (centres undefined) was read as ARNT TACC3 PPI -1, RAD54 inh -12, PglD DTNB 0, esBAF inh 8, RAD52 inh -18, ERp5 inh 2 and CASP6 VEID inh 1.
O=c1c(/C=N\NS(=O)(=O)c2ccccc2)coc2ccc(Cl)cc12 was read as ARNT TACC3 PPI 3, RAD54 inh 7, PglD DTNB 3, RAD52 inh -22, ERp5 inh 4 and CASP6 VEID inh -2.
`CCCCn1c2nc3ccccc3nc2c2c(=O)n(-c3ccccc3)cnc21` gave ARNT TACC3 PPI 6, RAD54 inh 2, PglD DTNB 3, E-selectin induc 3.0, RAD52 inh -19, ERp5 inh 2 and CASP6 VEID inh 7.
For COc1ccccc1C(=O)COC(=O)c1cnc(C)cn1 the results were ARNT TACC3 PPI 14, E-selectin induc -0.2, RAD52 inh -12, ERp5 inh 4 and CASP6 VEID inh 2.
COc1ccc(Cc2nnc(NC(=O)CS(=O)(=O)c3ccccc3)s2)cc1OC was read as ARNT TACC3 PPI -7, RAD54 inh 1, PglD DTNB 1, esBAF inh -7, E-selectin induc 0.8, RAD52 inh -6 and ERp5 inh 1.
`CCOC(=O)c1cnc(SCC(=O)N2CCC(C(N)=O)CC2)nc1N` gave ARNT TACC3 PPI -4, RAD54 inh -8, PglD DTNB 5, esBAF inh -1, E-selectin induc 4.9, RAD52 inh -15, ERp5 inh 3 and CASP6 VEID inh -1.
O=C(c1cccc(C(F)(F)F)c1)N(c1ccccn1)C1CCCCC1 was read as ARNT TACC3 PPI -3, E-selectin induc 4.6, RAD52 inh -1, ERp5 inh -10 and CASP6 VEID inh 0.

The final two records of the part above come first, to join the parts:
`CCOC(=O)c1cnc(SCC(=O)N2CCC(C(N)=O)CC2)nc1N` gave ARNT TACC3 PPI -4, RAD54 inh -8, PglD DTNB 5, esBAF inh -1, E-selectin induc 4.9, RAD52 inh -15, ERp5 inh 3 and CASP6 VEID inh -1.
O=C(c1cccc(C(F)(F)F)c1)N(c1ccccn1)C1CCCCC1 was read as ARNT TACC3 PPI -3, E-selectin induc 4.6, RAD52 inh -1, ERp5 inh -10 and CASP6 VEID inh 0.
CC(=O)Nc1ccc(C2=NN(Cc3nnc(-c4ccccc4)o3)C(=O)SC2)cc1 was read as ARNT TACC3 PPI 3, RAD54 inh -9, PglD DTNB 7 and esBAF inh 6.
Screening CCCN1C[C@H](C)[C@@H](OC)CN(C)C(=O)c2cc(NC(=O)c3cccc(F)c3)ccc2OC[C@H]1C returned ARNT TACC3 PPI 7, RAD54 inh -6, PglD DTNB -2, esBAF inh -1, E-selectin induc 1.0, RAD52 inh 7, ERp5 inh 0 and CASP6 VEID inh -2.
`COc1ccccc1NS(=O)(=O)c1ccc(NC(=O)CCNC(=O)c2ccco2)cc1` gave ARNT TACC3 PPI -3, RAD54 inh -4, PglD DTNB 1 and esBAF inh -6.
Screening Cc1onc(-c2c(Cl)cccc2Cl)c1/C(N)=N/OC(=O)C(C)(C)C returned ARNT TACC3 PPI -2, E-selectin induc -2.3, RAD52 inh -5, ERp5 inh -5 and CASP6 VEID inh -1.
For Cc1ccccc1CNCc1ccc2c(c1)OCO2 the results were ARNT TACC3 PPI 3, RAD54 inh -10, PglD DTNB -5, esBAF inh -1, E-selectin induc 0.0, RAD52 inh -23, ERp5 inh 1 and CASP6 VEID inh 0.
`C/C=C/c1cnc2c(c1)C(=O)N([C@H](C)CO)C[C@H](C)[C@H](CN(C)C(=O)Nc1cccc(OC)c1)O2` gave ARNT TACC3 PPI -11, RAD54 inh 0, PglD DTNB -2, esBAF inh -6, E-selectin induc 0.2, RAD52 inh 12, ERp5 inh -5 and CASP6 VEID inh 5.
O=C(Nc1nnc(-c2ccccc2F)s1)c1cccnc1 was read as ARNT TACC3 PPI -26, esBAF inh 60*, E-selectin induc 4.6, RAD52 inh -13, ERp5 inh 1 and CASP6 VEID inh 0.
Screening CCCCOP(=O)(c1ccc(N(C)C)cc1)C(Nc1ccccc1)c1ccccc1 (centres undefined) returned ARNT TACC3 PPI -2, RAD54 inh 5, PglD DTNB -2, esBAF inh -6, RAD52 inh -4, ERp5 inh 0 and CASP6 VEID inh 2.
CC(=O)N1CC(=O)N2[C@H](C1)[C@H](c1ccc(C#CC(C)C)cc1)[C@@H]2CO was read as E-selectin induc 0.2, RAD52 inh -4, ERp5 inh -1 and CASP6 VEID inh 1.
`COC(=O)c1ccc2c(=O)n(Cc3ccc4c(c3)OCO4)c(SCC(=O)N3CCCC3)nc2c1` gave E-selectin induc 0.2, RAD52 inh 0, ERp5 inh -1 and CASP6 VEID inh -7.
For CCN1CCc2c(OCC(=O)Nc3cccc(C)c3C)cccc2C1=O the results were E-selectin induc 5.6, RAD52 inh 2, ERp5 inh 8 and CASP6 VEID inh 1.
CSc1c(CC(=O)NCCO)n(C)c2ccccc12 was read as ARNT TACC3 PPI -4, RAD54 inh -3, PglD DTNB 5 and esBAF inh -6.
`COc1cc(C(=O)c2cc3c(cc2C)OCO3)cc(OC)c1OC` gave RAD54 inh -1, PglD DTNB 1, esBAF inh -26, E-selectin induc 0.1, RAD52 inh 13, ERp5 inh 0 and CASP6 VEID inh 3.
Screening CCN1CCN(C(=O)C2CCN(c3nnc(-n4c(C)ccc4C)s3)CC2)CC1 returned ARNT TACC3 PPI 3, RAD54 inh 3, PglD DTNB -3, esBAF inh -2, E-selectin induc -0.4, RAD52 inh 58*, ERp5 inh -3 and CASP6 VEID inh -115.
`CC1CC(=O)Nc2ccccc2N1C(=O)Nc1ccccc1` (centres undefined) gave ARNT TACC3 PPI -6, RAD54 inh 8, PglD DTNB -2, esBAF inh -2, E-selectin induc -1.5, RAD52 inh -11, ERp5 inh inconclusive and CASP6 VEID inh 0.

Three structures from above, sorted by count of non-hydrogen atoms, high to low.
`COc1ccccc1NS(=O)(=O)c1ccc(NC(=O)CCNC(=O)c2ccco2)cc1` gave ARNT TACC3 PPI -3, RAD54 inh -4, PglD DTNB 1 and esBAF inh -6.
CC(=O)Nc1ccc(C2=NN(Cc3nnc(-c4ccccc4)o3)C(=O)SC2)cc1 was read as ARNT TACC3 PPI 3, RAD54 inh -9, PglD DTNB 7 and esBAF inh 6.
For Cc1ccccc1CNCc1ccc2c(c1)OCO2 the results were ARNT TACC3 PPI 3, RAD54 inh -10, PglD DTNB -5, esBAF inh -1, E-selectin induc 0.0, RAD52 inh -23, ERp5 inh 1 and CASP6 VEID inh 0.

Continuation.
For CCS(=O)(=O)N1CCN(c2ccc([N+](=O)[O-])c(NCC3CCCO3)c2)CC1 (centres undefined) the results were ARNT TACC3 PPI 7, RAD52 inh -13, ERp5 inh 1 and CASP6 VEID inh -3.
`Cc1n[nH]c(C)c1S(=O)(=O)N1CCCC(C(=O)N2CCN(c3ccc(Cl)cc3)CC2)C1` (centres undefined) gave ARNT TACC3 PPI 9, RAD54 inh 3, PglD DTNB -2 and esBAF inh 1.
`CC(=O)Nc1ccc(/C(C)=N/Nc2nc(Nc3ccccc3)nc(N3CCOCC3)n2)cc1` gave ARNT TACC3 PPI 13, RAD52 inh -4, ERp5 inh 5 and CASP6 VEID inh 2.
Screening O=C(O)[C@H](O)[C@@H](O)C(=O)O returned ARNT TACC3 PPI -3, RAD54 inh -4, PglD DTNB 0, esBAF inh -5, RAD52 inh -3, ERp5 inh -2 and CASP6 VEID inh 0.
Nc1ncc(-c2ccccc2)c(-c2ccc(OCc3ccccc3)cc2O)n1 was read as ARNT TACC3 PPI 1, RAD54 inh 1, PglD DTNB -1, esBAF inh -4, E-selectin induc 2.1, RAD52 inh -6, ERp5 inh -1 and CASP6 VEID inh -6.
Screening COCC(=O)N1CCC(Oc2ccc(C(=O)NC(C)c3nc(C)sc3C)cc2)CC1 (centres undefined) returned ARNT TACC3 PPI 3, RAD54 inh -6, PglD DTNB 0, esBAF inh -1, RAD52 inh -17, ERp5 inh -1 and CASP6 VEID inh -3.
O=C(Nc1c(C(=O)N2CCN(c3ccccn3)CC2)oc2ccccc12)c1ccc([N+](=O)[O-])cc1 was read as ARNT TACC3 PPI -1, RAD54 inh 0, PglD DTNB -3, esBAF inh 4, RAD52 inh 6, ERp5 inh -2 and CASP6 VEID inh 6.
`COc1ccc(/C=N/Nc2cn[nH]c(=O)c2Cl)cc1` gave ARNT TACC3 PPI 0, RAD52 inh -5, ERp5 inh -2 and CASP6 VEID inh 1.
CC1CCCCC1NC(=O)CN1CCC(O)(c2ccc(F)cc2)CC1 (centres undefined) was read as ARNT TACC3 PPI -8, RAD54 inh -7, PglD DTNB -1, esBAF inh 3, RAD52 inh -7, ERp5 inh 0 and CASP6 VEID inh 0.
For CCOc1cc(C)c(Cl)cc1S(=O)(=O)N1CCCC1 the results were ARNT TACC3 PPI -1, RAD54 inh 2, PglD DTNB 8 and esBAF inh -3.
Cc1ccc(NC(=O)CCC(=O)NNC(=O)COc2ccc([N+](=O)[O-])cc2)cc1C was read as ARNT TACC3 PPI 1, RAD54 inh 3, PglD DTNB 1, E-selectin induc -0.7, RAD52 inh 5, ERp5 inh 1 and CASP6 VEID inh -3.
Cn1nnc(NC(=O)CSc2nnnn2-c2ccc(F)cc2)n1 was read as ARNT TACC3 PPI -18, RAD54 inh 1, PglD DTNB 10 and esBAF inh -8.
For CCCN1CCN(CCCNC(=O)C2CCCN(c3nnc(-n4cccc4)s3)C2)CC1 (centres undefined) the results were ARNT TACC3 PPI -2, RAD54 inh 6, PglD DTNB 5 and esBAF inh 9.
